# TCR act: T cell receptor activation; primary human leukocytes, anti-CD3, IL-2 HTRF, 48 h; AID 504894; Potency, µM (top dose mostly 9.22 µM), for the others: top-dose activation of IL-2 secretion, usual class: activators; 330,000 tested, under 10 active; note: % of control where 0% means no effect
#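 HTRF read-out of IL-2 secretion: europium cryptate donor excited at 320nm, d2 acceptor emission at 665nm. Cells were primary human leukocytes incubated 48 hr with compounds and a-CD3 beads, supplying TCR signal only.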
# PTAP TSG101 blk: blocks PTAP/TSG101 interaction to inhibit HIV-1 budding; Q99816; Fluorescence polarization, FITC-PTAP peptide / Tsg101 binding; Potency, µM (series often up to 115 µM), for inactives: at the top dose activity change, negative = inhibition, most hits filed as inhibitors; 340,000 tested, under 10 active; AID 493005; active = well fitted inhibition curve with a large enough effect in the main read-out, with a control signal flat, not every such curve was filed as active; inconclusive = small, poorly fitted or top-dose-only effect, or effect the other way, or a change in a side signal; inactive = no such curve, though single readings can be large or run the other way; note: potency is the fitted concentration of half-maximal effect; % of control where 0% means no effect
#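 Tsg101 binding domain (10 uM final) was mixed with compound and a FITC-labeled PTAP peptide (50 nM final) in HEPES pH 7.5 buffer with NaCl, Tween 20, EDTA and TCEP; fluorescence polarization was read after 20 min at r.t.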
# Integrin act MD: activates integrin-mediated alleviation for muscular dystrophy; Potency, µM (titrated, usually from 38.3 µM), inactives show at the highest dose activation, hits mostly activators; AID 624291; alpha7betagal myoblasts, beta-gal FDG fluorescence, 48 h; actives 0.064% (n = 350,000);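 note: potency is the fitted concentration of half-maximal effect; 100% = response of the positive control SU9516; nearly all actives have a fitted effect of over 60% in size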
#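 Alpha7betagal+/- myoblasts (passage 13) were plated 16-24 hr, then exposed to compounds (1:260 dilution of DMSO stock) for 48 hours at 37C. After MPER lysis, β-galactosidase reporter activity was read as FDG fluorescence (ex 480/em 540) after 30 minutes.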
# MLL CXXC-DNA inh: inhibitors of human MLL CXXC domain-DNA interaction; Q03164; MLL-CXXC / FITC-HOXA9 DNA fluorescence polarization; Potency, µM (doses to about 115 µM), for the others: at the highest dose activity change, negative = inhibition, most hits filed as inhibitors; actives 0.037% (n = 290,000); AID 2662; active = well fitted inhibition curve with a large enough effect in the polarisation, with a control signal flat, not every such curve was filed as active; inconclusive = small, poorly fitted or top-dose-only effect, or effect the other way, or a change in a side signal; inactive = no such curve, though single readings can be large or run the other way; the % refers to the polarisation; note: potency is the fitted concentration of half-maximal effect
#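 Purified MLL-CXXC (added from a 7 uM solution) was preincubated 5 min at ambient with pinned compounds in 50 mM Tris-HCl pH 7.5, 50 mM NaCl, 1 mM DTT, 0.05% BSA. Fluorescein-labeled HOX-A9 DNA (50 nM solution) followed, 30 min, then polarization read.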
# BRCA1 expr up: activators of BRCA1 expression. MCF7-BRCA1-FFLuc reporter, luminescence, 48 h; response scale: scaled: vehicle 0%, 10 µM genistein 100%. Potency, µM (titrated, usually from 46.1 µM), without a hit: top-dose activation, actives largely listed as activators. actives 1.1% (n = 380,000); note: potency is the fitted concentration of half-maximal effect; nearly all actives have a fitted effect of over 80% in size; some results filed as inactive show a strong effect at the top dose
#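 Compounds are tested at multiple concentrations on MCF7 BRCA1-luciferase reporter cells seeded at 2000 per well; after 48 h, a single luminescence end-point is taken and curves fitted to the normalized data.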
# ELG1 DNA repair: inhibitors of ELG1-dependent DNA repair in HEK293T cells; HEK293T ELG1-luciferase reporter, luminescence, 16 h; DNA damage induced by 5-fluorouridine; Potency, µM (top dose mostly 46.1 µM), for inactives: top-dose activity change, negative = inhibition, usual class: inhibitors; actives 2.3% (n = 330,000); note: potency is the fitted concentration of half-maximal effect; % is set by controls: 0 for no effect and ±100 for the full control effect; nearly all actives have a fitted effect of over 55% in size
#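 Cells (2,000 per well) received 5-fluorouridine plus test compound or DMSO and were incubated 16 hr at 37 °C, 5% CO2. Luciferase activity was read by luminescence 30 min after ONE-Glo addition; signal suppression marked inhibition of damage-induced ELG1 function.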
# AT treatment: candidate therapy for ataxia-telangiectasia; […] A-T fibroblasts, KAP-1 phosphorylation AlphaLISA; neocarzinostatin DNA damage 30 min before lysis; Potency, µM (doses to about 57.5 µM), for inactives: top-dose activation, hits mostly activators; actives 0.19% (n = 320,000); AID 485349; note: potency is the fitted concentration of half-maximal effect; % of control where 0% means no effect; nearly all actives have a fitted effect of over 45% in size
#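 hTERT-immortalized A-T patient fibroblasts ([…]), 500 cells/well in OPTI-MEM, 1% FBS, got compounds for 60 min, then NCS for 30 min at 37C. Lysates were then assayed for phospho-KAP-1 by AlphaLISA (anti-pKAP1 donor, anti-KAP1 acceptor beads), 6 hr at 25C.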
# B2AR arrestin: recruits beta-arrestin to the human beta2-adrenergic receptor. P07550. beta-arrestin recruitment to beta2AR, cell-based reporter. Potency, µM (highest dose often 46.1 µM), inactives show at the top dose activation, hits mostly activators. actives 0.02% (n = 330,000). AID 492947;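 note: potency is the fitted concentration of half-maximal effect; 0% = DMSO controls and full agonism = EC100 isoproterenol or metaproterenol; nearly all actives have a fitted effect of over 65% in size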
# TRPV1 ag: activates the human vanilloid receptor TRPV1. Q8NER1. activation, % at 8.33 µM. TRPV1-expressing cells, Fluo-8 calcium influx, agonist mode. actives 0.19% (n = 320,000); in the data active = activation above about 80%; inconclusive = between about 30% and that limit; note: 0% is about no effect
#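 Cells expressing TRPV1 were dye-loaded with Fluo-8 and read kinetically: 10 s baseline, 3 min after compound (agonist portion), then 2 min after EC20 capsaicin (allosteric enhancer portion). Calcium-bound dye fluorescence at 480/520 nm.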
# p53 reactivation: re-activators of mutant p53; H1299 p53-A138V BP100-luciferase reporter, luminescence, 24 h; Potency, µM (titrated, usually from 92.2 µM), for inactives: top-dose activity change, positive = activation, most hits filed as activators; actives 0.063% (n = 320,000); AID 504706; note: potency is the fitted concentration of half-maximal effect; % of control where 0% means no effect; nearly all actives have a fitted effect of over 45% in size
#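 p53-null H1299 cells stably carrying temperature-sensitive p53-A138V and a BP100-luciferase reporter were pinned with compounds (4-point, 1:5 series) and held 24 hrs at 37 deg C. Luminescence was read 10 min after detection reagent.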
# * = called active by the depositor; ? = inconclusive; · = not tested or not shown; [ ] = another dose, or the depositor's remark. Unless noted, calls come from the whole dose curve; as a rule, active = well fitted curve in the direction sought with a large enough effect; inconclusive = small, poorly fitted or top-dose-only effect, or another doubt; inactive = no such curve, though single readings can be large; an effect the other way counts as inactive or inconclusive.
SMILES,TCR act,PTAP TSG101 blk,Integrin act MD,MLL CXXC-DNA inh,BRCA1 expr up,ELG1 DNA repair,AT treatment,B2AR arrestin,TRPV1 ag,p53 reactivation
CC1CCN(CCCNC(=O)C2CC(=O)N(CCc3ccccc3)C2)CC1 (stereo unspecified),3%,-9%,-12%,0%,-1%,12%,1%,0.1%,2,4%
Cc1c(Cl)cnc(NC(=O)CSc2nncs2)c1Cl,-1%[46.1 µM],-3%,3%,21%,1%,9%,·,0.1%,-5,-2%
Cc1ccccc1OCC(=O)Nc1ccc2c(c1)C(=O)N(CCC(=O)O)C2=O,6%,-4%,0%,-1%,-3%,-2%,-6%,-0.7%,2,-7%
CCCCN(C(=O)c1c(C)[nH]c(C(=O)OCC)c1C)c1ccccc1,·,-2%,-19%,9%,-20%,-4%,-1%,3.1%,2,1%
O=C(NCC1COCCO1)c1cc(COc2ccc(F)cc2F)on1 (stereo unspecified),-2%,-2%,0%,-5%,-1%,14%,16%,0.1%,1,-11%
Cc1ccc(/C=N/NC(=O)NN(C)c2ncc(C(F)(F)F)cc2Cl)cc1,-1%,1%,0%,-22%,-22%,-4%,-4%,-0.8%,-1,0%
CCc1ccc(OCC(=O)Nc2ccc3c(c2)COC3=O)cc1,1%,-9%,-10%,9%,18%,1%,-6%,0.2%,?,?
CCCNc1c(NC(=O)c2cccs2)c(=O)oc2ccccc12,2%,-1%,1%,31%[activator],3%,10%,-9%,0.0%,0,-9%
O=c1[nH]c(SCCOc2cccc3ccccc23)nc2ccccc12,2%,-1%,8%,11%,-15%,-7%,6%,-0.1%,-8,1%
CN(C)c1ccc(C2C3C(=O)NC(=O)C3ON2c2ccc(Cl)cc2)cc1 (stereo unspecified),5%,1%,19%,9%,7%,17%,20%,0.6%,·,8%
CC(C)NC(=O)N(C)C[C@H]1Oc2c(NC(=O)Nc3ccccc3)cccc2C(=O)N([C@H](C)CO)C[C@@H]1C,-2%,·,-21%,·,7%,-8%,0%,-0.7%,·,1%
CN1CCc2c(sc(NC(=O)c3ccc(S(=O)(=O)N4CCc5ccccc54)cc3)c2C(N)=O)C1,·,·,·,82%[activator],·,?,7%,-0.5%,3,2%
Cc1ccc(NC(=O)C2C(c3ccccc3)C2(Cl)Cl)c(C)c1 (stereo unspecified),·,-7%,-3%,15%,-36%,2%,-2%,0.1%,?,4%
C=CCN(c1ccccc1OC)S(=O)(=O)c1cccc(C(=O)Nc2nnc(C3CC3)s2)c1,6%,0%,14%,·,-9%,-28%,-6%,-1.3%,2,-7%
O=C(CSc1nc(N2CCOCC2)nc(N2CCOCC2)n1)Nc1ccc(Cl)cc1Cl,4%,-1%,25%,10%,1%,9%,8%,-0.2%,18,7%
CC1CC(C)CN(CCCNC(=O)Cc2c(C(=O)O)n(C)c3ccccc23)C1 (stereo unspecified),-4%,-3%,22%,-2%,0%,5%,2%,-0.1%,-1,0%
COC(=O)c1ccccc1NC(=O)CSc1nccn1C,-4%,-1%,-18%,-2%,-15%,5%,9%,-0.7%,5,-2%
COc1ccc(OCCOC(=O)c2cc(S(=O)(=O)N3CCOCC3)c(Cl)cc2Cl)cc1,-1%,1%,-2%,·,-21%,-9%,-3%,0.5%,3,-1%
Cn1nc(C(F)(F)F)c2cc(C(=O)Nc3ccc(F)cc3F)sc21,3%,-1%,11%,4%,-5%,?,-3%,-0.2%,?,-11%
Cc1cc(C)n(S(=O)(=O)c2ccc(C(C)(C)C)cc2)n1,·,1%,-6%[7.66 µM],-1%,1%,4%,-1%,0.0%,3,?
COCCCN1C2=C(C(=O)CC(C)(C)C2)C(c2ccc(O)c(OC)c2)C2=C1CC(C)(C)CC2=O,·,2%,-19%,-6%,-1%,19%,2%,3.2%,0,?
COC(=O)c1c(C)oc(C)c1S(=O)(=O)N1CCOCC1,2%,-2%,-2%,-5%,8%,?,3%,0.5%,1,3%
O=C1c2cc([N+](=O)[O-])ccc2-c2cc(Cl)c(NC(=O)C(F)(F)F)cc21,-4%,0%,17%,·,-55%,·,·,·,·,·
CCOC(=O)N1CC=C2C(C#N)=C(N)C(C#N)(C#N)[C@H](c3ccc(OCC)c(OCC)c3)[C@H]2C1,2%,-5%,-27%[7.66 µM],8%,-33%,?,4%,0.5%,2,-5%
O=C(c1ccc(Cl)cc1)N1CCCC(c2ccccc2)=N1,7%,-7%,-23%,-7%,-6%,10%,4%,-1.2%,?,-3%
CCOc1ccccc1C(c1c(O)nc(SC)[nH]c1=O)c1c(O)nc(SC)[nH]c1=O,1%,-7%,-22%,·,3%,·,·,·,·,·
O=C1CCCc2c1[nH]c1ccccc21,·,-3%,11%,-1%,3%,14%,0%,0.2%,3,7%
Cc1cc(=O)n2[nH]c(Nc3cccc(Cl)c3)nc2n1,8%,4%,-11%,·,72%,·,·,·,·,·
CCOc1ccc(NC(=O)N2CC(C)OC(C)C2)cc1 (stereo unspecified),-4%,-1%,14%,38%[activator],-18%,-1%,14%,0.4%,-2,0%
CCOC(=O)N1CCC2CC1c1cc(-c3cccc(OC)c3)ccc12 (stereo unspecified),5%,-1%,-14%,·,1%,·,·,·,·,·
Cc1ccc(-n2c(C)nc3c(cnn3-c3ccc(F)cc3)c2=O)cc1C,4%,-1%,25%,5%,-17%,?,6%,-1.0%,10,-1%
O=C(Oc1ccc2ccc(=O)oc2c1)c1ccco1,-8%,-1%,16%,89%[activator],16%,25%,14%,0.4%,?,-2%
Cc1ccc2cc3cc(C(=O)NCCC(C)C)oc3nc2c1,-8%,-3%,-18%,0%,7%,-5%,4%,0.1%,10,11%
CC(=O)Nc1ccc(OCC(O)Cn2nc(C)nc2C)cc1 (stereo unspecified),-4%,-8%,23%,-2%,5%,?,3%,-2.5%,-1,2%
c1ccc(C[n+]2c(-c3ccccc3)csc2Nc2ccccc2)cc1,2%[46.1 µM],-1%,-11%,8%,0%,?,-6%,-0.2%,5,?
CCCCN(C(=O)CNC(=O)c1cccs1)C(C(=O)NC1CCCCC1)c1cccnc1 (stereo unspecified),0%[46.1 µM],-5%,4%,-3%,-7%,-12%,0%,-0.1%,-1,-6%

# Some entries already given, reduced to BRCA1 expr up and TCR act:
structure	BRCA1 expr up	TCR act
O=c1[nH]c(SCCOc2cccc3ccccc23)nc2ccccc12	-15%	2%
CN(C)c1ccc(C2C3C(=O)NC(=O)C3ON2c2ccc(Cl)cc2)cc1 (stereo unspecified)	7%	5%

# Next part.
SMILES,TCR act,PTAP TSG101 blk,Integrin act MD,MLL CXXC-DNA inh,BRCA1 expr up,ELG1 DNA repair,AT treatment,B2AR arrestin,TRPV1 ag,p53 reactivation
CCCS(=O)(=O)N1CCC(C(=O)NCCCOCC)CC1,5%,-3%,16%,-3%,0%,?,3%,-1.0%,-4,4%
CCCCC[C@@H]1C=C(C(=O)O)[C@H](c2ccc(OC)c(OC)c2)N1S(=O)(=O)c1ccc(C)cc1,-5%,-9%,19%,·,11%,7%,16%,0.3%,·,-5%
CN(C)S(=O)(=O)c1cccc(COC(=O)CCNC(=O)c2ccc([N+](=O)[O-])cc2)c1,·,0%,2%,·,21%,0%,2%,-0.2%,1,?
O=C(O)/C=C\C(=O)Nc1ccc(N2CCN(c3cccc(Cl)c3)CC2)cc1,-3%,-1%,-17%,-2%,-2%,5%,2%,-0.3%,-1,12%
Cn1c(CCNC(=O)C2CCCCC2)nc2cc(NC(=O)c3cccs3)ccc21,14%,-1%,-2%,1%,16%,?,13%,0.2%,-2,-5%
Clc1ccc(-n2cccc2/C=N/n2cnnc2)cc1,1%,-1%,-2%,-13%,-22%,-5%,·,0.1%,-5,-1%
Cc1cc(C)cc(NC(=S)N(C)C)c1,3%,-4%,-10%,-3%,-13%,-2%,7%,-0.5%,·,1%
CCn1c(SCC(=O)NC2CC2)nnc1-c1csc(C)c1,1%,-4%,?,24%,0%,-2%,28%,-0.6%,0,17%
Nc1cc(C(=O)OCC(=O)NCCNC(=O)COC(=O)c2ccc(Cl)c(N)c2)ccc1Cl,-1%,3%,-13%,-4%,-23%,-5%,-7%,-0.3%,0,0%
COc1cc(/C=N/NC(=O)c2cccc(NC(=O)c3ccccc3Cl)c2)ccc1O,-2%,-8%,27%,-3%,-7%,?,-1%,-0.3%,0,2%
CC(=O)NC1C(Oc2ccc(C=O)cc2)OC(COC(C)=O)C(OC(C)=O)C1OC(C)=O (stereo unspecified),2%,0%,4%,-8%,-11%,4%,-1%[11.5 µM],0.1%,0,-2%
CCOc1ccccc1Oc1coc2cc(OCC(=O)O)ccc2c1=O,4%,-1%,18%,4%,-8%,1%,-1%,0.2%,-5,-2%
COc1ccc(S(=O)(=O)N2CCCCCC2)cc1N,2%,-4%,5%,2%,-11%,5%,1%,0.0%,1,-3%
